Screening results as filed in PubChem.
HTR2A ag: mouse HTR2A agonism via beta-arrestin recruitment; activation, % at 7.6 µM; P35363; actives 0.66% (n = 360,000); CHO-K1 mHTR2A beta-arrestin complementation, luminescence; percent of 30 µM serotonin response; AID 624169;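 active = activation above a run cutoff, the mean activation of all tested compounds plus 3 SD, cut at about 14% in these data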;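 note: 0% = plate median of compound wells and 100% = 30 µM serotonin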
ABHD5 PLIN5 PPI: ABHD5-PLIN5 protein interaction inhibition. Q00G26+Q8WTS1. Split G. princeps luciferase complementation, luminescence, 4 h. inhibition, % at 4 µM. actives 0.78% (n = 360,000). AID 602281;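 active = inhibition above the mean inhibition across every tested compound plus 3 SD, cut at about 22% in these data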;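 note: 0% = DMSO only wells and the 100% control is not disclosed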
MC4R barr agon: activates human MC4R beta-arrestin recruitment; P32245; U2OS MC4R beta-arrestin complementation, luminescence; percent of melanotan II response, DMSO zero; activation, % at 8.9 µM; actives 0.98% (n = 360,000); AID 540308;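 active = activation above a per-plate cutoff, the mean activation of sample wells on that plate plus 3 SD, cut at about 8% in these data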
Target sequence (P32245 whole entry, looked up): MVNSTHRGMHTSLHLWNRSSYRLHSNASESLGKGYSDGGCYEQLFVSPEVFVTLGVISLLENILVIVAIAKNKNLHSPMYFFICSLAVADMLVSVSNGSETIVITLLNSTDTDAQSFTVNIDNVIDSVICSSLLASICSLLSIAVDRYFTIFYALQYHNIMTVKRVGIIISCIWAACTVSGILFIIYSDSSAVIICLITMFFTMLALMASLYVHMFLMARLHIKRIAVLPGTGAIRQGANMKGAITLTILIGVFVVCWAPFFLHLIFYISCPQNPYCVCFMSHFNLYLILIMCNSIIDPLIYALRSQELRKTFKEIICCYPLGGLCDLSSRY
Granule exo inh: blocks lytic granule exocytosis; AID 651702; actives 0.66% (n = 360,000); inhibition, % at 10 µM; TALL-104 LAMP-1 surface exposure, flow cytometry; cells stimulated with thapsigargin and PMA;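 active = inhibition above about 55%, limit read from the data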
PDI turbidity: PDI (human) enzyme inhibition; P07237; PDI insulin aggregation turbidity, A650, 90 min; inhibition, % at 10 µM; actives 0.052% (n = 350,000); AID 588391;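 active = mean inhibition across replicates of 30% or more, whatever share of single replicates reach that level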;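 note: absorbance from insulin aggregation driven by PDI reduction with DTT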
Target sequence (P07237 whole entry, looked up): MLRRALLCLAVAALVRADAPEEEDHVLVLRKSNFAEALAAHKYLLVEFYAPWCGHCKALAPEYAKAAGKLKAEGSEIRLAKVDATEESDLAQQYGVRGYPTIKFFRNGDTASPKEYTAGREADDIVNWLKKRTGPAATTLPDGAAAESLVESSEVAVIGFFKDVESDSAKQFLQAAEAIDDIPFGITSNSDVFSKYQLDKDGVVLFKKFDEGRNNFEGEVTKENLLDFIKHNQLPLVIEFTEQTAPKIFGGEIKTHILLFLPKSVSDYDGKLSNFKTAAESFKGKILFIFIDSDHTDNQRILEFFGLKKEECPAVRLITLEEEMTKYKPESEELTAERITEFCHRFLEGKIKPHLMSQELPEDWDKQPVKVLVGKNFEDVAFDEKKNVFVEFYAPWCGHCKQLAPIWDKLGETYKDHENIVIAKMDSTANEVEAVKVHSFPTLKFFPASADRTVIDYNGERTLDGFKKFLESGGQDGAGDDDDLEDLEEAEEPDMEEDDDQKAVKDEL
N-glyco inh: N-linked glycosylation inhibition. actives 0.23% (n = 360,000). D54 ERlucT glycosylation luciferase reporter, 24 h; percent of 100 nM tunicamycin response. reporter increase, % at 12.5 µM. AID 588692;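 active = mean luciferase reporter signal, scaled so untreated is 0 and the glycosylation-blocking control 100, at or above a set limit in every replicate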;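 note: luciferase carries N-glycosylation sites so blocking glycosylation raises the light; 0% = median of neutral control wells and 100% = median of 100 nM tunicamycin wells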
MC4R antag cAMP: antagonists of human melanocortin 4 receptor (MC4R); P32245; MC4R-expressing cells, MTII-stimulated cAMP, LANCE TR-FRET; inhibition, % at 6.5 µM; actives 0.48% (n = 360,000); AID 540295;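 active = inhibition above its plate's cutoff, the mean of tested wells on that plate plus 3 SD, cut at about 29% in these data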;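 note: 0% = Melanotan II alone and 100% = Melanotan II plus saturating MCL0020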
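material = U2OS cells stably expressing human melanocortin 4 receptor (MC4R) | also added = Melanotan II challenge | dosing = single nominal compound dose of 6.5 µM | detection = TR-FRET with Eu-cAMP and labeled anti-cAMP, 671 nm | replication = singlicate | timing = compound 30 min, challenge 1 h, detection 1 h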
ABCB6 inh 2: blocks the human ABCB6 transporter | Q9NP58 | K562-ABCB6 porphyrin accumulation, flow cytometry, 1 h; active compounds read low | fluorescence ratio to DMSO, % at 10 µM | actives 0.19% (n = 360,000) | AID 602162;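 active = fluorescence ratio to DMSO below 75%, the collection mean minus 3 SD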;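 note: signal is porphyrin accumulated inside mitochondria; 100% equals median channel fluorescence of DMSO control wells; lower ratio means ABCB6 inhibition with less porphyrin fluorescence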
H9c2 protect: protects H9c2 cardiomyocytes from peroxide injury; H2O2 injury protection, ATPLite, 2 h; protection from H2O2 cell death, % at 20 µM; actives 0.63% (n = 360,000);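 active = compounds giving at least 50% protection of heart cells from peroxide-induced death in the single-dose screen, raw or plate-pattern-corrected value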;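 note: 0% = DMSO wells with peroxide and 100% = DMSO wells without peroxide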
CaV13 FRET inh: Disruptors of the CACNA1D IQ motif to Ca2+-dependent inactivation inhibitor domain association, primary screening, Förster resonance energy transfer in intact living …. HEK cells, CFP/YFP FRET ICDI-IQ, plate reader, 10 min; percent FRET-ratio fall versus neutral wells. inhibition, % at 12.3 µM. actives 0.098% (n = 340,000). AID 743397;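 active = mean replicate inhibition of at least 30% and at least 1% of replicates passing that level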;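 note: 0% = median of the neutral control wells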
An asterisk follows results filed as active.

For Cc1cccc(OCc2ccc(C(=O)Nc3cc(C)on3)o2)c1 the results were HTR2A ag 11, ABHD5 PLIN5 PPI 4, MC4R barr agon 0.4, Granule exo inh -12, PDI turbidity 2, N-glyco inh -1, MC4R antag cAMP 5, ABCB6 inh 2 95, H9c2 protect -5 and CaV13 FRET inh -7.
Screening O=C(NCCN1CCCC1)c1ccc(Cn2c(=S)[nH]c3cc4c(cc3c2=O)OCO4)cc1 returned HTR2A ag -8, ABHD5 PLIN5 PPI -6, MC4R barr agon -0.7, Granule exo inh -2, PDI turbidity 0, N-glyco inh -4, MC4R antag cAMP -5, ABCB6 inh 2 104, H9c2 protect 0 and CaV13 FRET inh -6.
For Cn1cc(-c2ccccc2C(=O)O)c(=O)c2ccccc21 the results were HTR2A ag 2, ABHD5 PLIN5 PPI 2, MC4R barr agon -1.7, Granule exo inh -7, PDI turbidity 1, N-glyco inh 1, MC4R antag cAMP 3, ABCB6 inh 2 102, H9c2 protect 4 and CaV13 FRET inh -5.
For O=C(c1cc(-c2cccc(O)c2)on1)N1CCOCC1 the results were HTR2A ag -2, ABHD5 PLIN5 PPI -6, MC4R barr agon -1.0, Granule exo inh 10, N-glyco inh -11, MC4R antag cAMP 6, ABCB6 inh 2 100, H9c2 protect -18 and CaV13 FRET inh -5.
NC(=O)c1ccc(C(=O)c2ccc([N+](=O)[O-])cc2)cc1 was read as HTR2A ag -1, ABHD5 PLIN5 PPI -4, MC4R barr agon -0.3, Granule exo inh -6, PDI turbidity -2, N-glyco inh 5, MC4R antag cAMP -3, ABCB6 inh 2 77, H9c2 protect -3 and CaV13 FRET inh -4.
For COCCCNc1nc(N)c([N+](=O)[O-])c(NCc2ccccc2)n1 the results were HTR2A ag -5, ABHD5 PLIN5 PPI 1, MC4R barr agon 0.5, Granule exo inh -7, PDI turbidity 1, N-glyco inh -1, MC4R antag cAMP 2, ABCB6 inh 2 99, H9c2 protect 9 and CaV13 FRET inh -6.
Cc1c(NC(=O)C2CCN(S(=O)(=O)c3ccccc3)CC2)c(=O)n(-c2ccccc2)n1C was read as HTR2A ag -4, ABHD5 PLIN5 PPI -2, MC4R barr agon -0.6, Granule exo inh -4, PDI turbidity 1, N-glyco inh 2, MC4R antag cAMP -1, ABCB6 inh 2 111, H9c2 protect -2 and CaV13 FRET inh -5.
Screening O=C(c1ccco1)N1CCCN(Cc2nc(-c3cccs3)no2)CC1 returned HTR2A ag 3, ABHD5 PLIN5 PPI 1, MC4R barr agon -0.9, Granule exo inh -2, PDI turbidity 6, N-glyco inh 2, MC4R antag cAMP 3, ABCB6 inh 2 99, H9c2 protect 7 and CaV13 FRET inh -6.
CC(C)(C)c1csc(NC(=O)Cc2ccc(S(=O)(=O)N3CCOCC3)s2)n1 was read as HTR2A ag -6, ABHD5 PLIN5 PPI -2, MC4R barr agon -1.5, Granule exo inh 4, PDI turbidity 0, N-glyco inh 0, MC4R antag cAMP 10, ABCB6 inh 2 97, H9c2 protect -4 and CaV13 FRET inh -16.
O=C1Nc2ccccc2C1(c1ccccc1)c1ccccc1 was read as HTR2A ag -1, ABHD5 PLIN5 PPI -10, MC4R barr agon 37*, Granule exo inh 1, PDI turbidity -5, N-glyco inh -1, MC4R antag cAMP -1, ABCB6 inh 2 99, H9c2 protect -6 and CaV13 FRET inh -4.
Cc1ccsc1C(=O)NC(C)c1ccccc1 (configuration not stated) was read as HTR2A ag -4, ABHD5 PLIN5 PPI -4, MC4R barr agon -0.6, Granule exo inh 4, PDI turbidity 4, N-glyco inh -1, MC4R antag cAMP 4, ABCB6 inh 2 76, H9c2 protect 5 and CaV13 FRET inh -5.
For CCCc1c(C)nc(N2CCN(c3ccc(F)cc3)CC2)[nH]c1=O the results were HTR2A ag -6, ABHD5 PLIN5 PPI 2, MC4R barr agon -1.2, Granule exo inh 2, PDI turbidity -4, N-glyco inh -1, MC4R antag cAMP 7, ABCB6 inh 2 96, H9c2 protect -1 and CaV13 FRET inh -2.
For COc1cc(/C=C/C(=O)Nc2cc(S(=O)(=O)N3CCOCC3)ccc2N2CCCC2)cc(OC)c1OC the results were HTR2A ag 0, ABHD5 PLIN5 PPI -1, MC4R barr agon -0.9, Granule exo inh -1, PDI turbidity -3, N-glyco inh 17, MC4R antag cAMP 0, ABCB6 inh 2 100, H9c2 protect 4 and CaV13 FRET inh -2.
`COc1ccc2nc(SCC(=O)Nc3ccc4c(c3)OCCO4)[nH]c2c1` gave HTR2A ag -3, ABHD5 PLIN5 PPI -8, MC4R barr agon 0.6, Granule exo inh 9, PDI turbidity 1, N-glyco inh -10, MC4R antag cAMP 3, ABCB6 inh 2 105, H9c2 protect -2 and CaV13 FRET inh -4.
COc1ccc(-c2noc(CSc3nc(N)cc(=O)[nH]3)n2)cc1 was read as HTR2A ag 0, ABHD5 PLIN5 PPI 0, MC4R barr agon -3.4, Granule exo inh -6, PDI turbidity 0, N-glyco inh 4, MC4R antag cAMP -2, ABCB6 inh 2 98, H9c2 protect -8 and CaV13 FRET inh -1.
`C[C@H](CO)N1C[C@H](C)[C@H](CN(C)CC2CCCCC2)Oc2ccc(NS(=O)(=O)c3ccc(F)cc3)cc2CC1=O` gave HTR2A ag 4, ABHD5 PLIN5 PPI 1, MC4R barr agon 5.0, Granule exo inh -4, PDI turbidity 1, N-glyco inh -10, MC4R antag cAMP 15, ABCB6 inh 2 102, H9c2 protect -3 and CaV13 FRET inh -6.
CCNC(=S)SCCOc1ccccc1C was read as HTR2A ag -4, ABHD5 PLIN5 PPI 4, MC4R barr agon 1.2, Granule exo inh 0, PDI turbidity 21, N-glyco inh 3, MC4R antag cAMP -8, ABCB6 inh 2 95, H9c2 protect -8 and CaV13 FRET inh -16.
For CCOc1ccc(S(=O)(=O)NNS(=O)(=O)c2ccc(C)cc2C)cc1 the results were HTR2A ag 6, ABHD5 PLIN5 PPI -3, MC4R barr agon -2.3, Granule exo inh 8, PDI turbidity -5, N-glyco inh 1, MC4R antag cAMP -1, ABCB6 inh 2 98, H9c2 protect 6 and CaV13 FRET inh -19.
Cc1cc(NC(=O)c2cc(-c3ccccn3)nc3ccc(Br)cc23)no1 was read as HTR2A ag 4, ABHD5 PLIN5 PPI 1, MC4R barr agon 4.2, Granule exo inh -6, PDI turbidity 17, N-glyco inh -5, MC4R antag cAMP -2, ABCB6 inh 2 108 and H9c2 protect -15.
`FC(F)(F)c1cc(-c2cccs2)nc(N2CCOCC2)n1` gave HTR2A ag -1, ABHD5 PLIN5 PPI -6, MC4R barr agon 7.4, Granule exo inh 2, PDI turbidity -1, N-glyco inh -1, MC4R antag cAMP 10, ABCB6 inh 2 101, H9c2 protect -13 and CaV13 FRET inh -5.
COc1ccc(N(CC(=O)NC2CCCCC2)C(=O)CNC(=O)c2ccco2)cc1 was read as HTR2A ag 8, ABHD5 PLIN5 PPI -1, MC4R barr agon 3.1, Granule exo inh 13, PDI turbidity 7, N-glyco inh 0, MC4R antag cAMP 0, ABCB6 inh 2 76, H9c2 protect 1 and CaV13 FRET inh -7.
Screening O=C(CNCc1ccccc1Cl)Nc1ccc2c(c1)OCCO2 returned HTR2A ag 1, ABHD5 PLIN5 PPI -2, MC4R barr agon -0.6, Granule exo inh -10, PDI turbidity 8, N-glyco inh -1, MC4R antag cAMP 15, ABCB6 inh 2 98, H9c2 protect -12 and CaV13 FRET inh -2.
For O=C(CSc1nnc(-c2cccnc2)n1-c1ccc(F)cc1)NCc1ccc2c(c1)OCO2 the results were HTR2A ag 3, ABHD5 PLIN5 PPI 5, MC4R barr agon 0.7, Granule exo inh -2, PDI turbidity 0, N-glyco inh 1, MC4R antag cAMP 9, ABCB6 inh 2 91 and H9c2 protect 3.
For COc1ccccc1C(NC(=O)C1CCN(CCOc2ccc3ccccc3c2)CC1)c1ccccn1 (configuration not stated) the results were HTR2A ag -8, ABHD5 PLIN5 PPI 3, MC4R barr agon -1.3, Granule exo inh 8, PDI turbidity -1, N-glyco inh 2, MC4R antag cAMP 4, ABCB6 inh 2 93, H9c2 protect 5 and CaV13 FRET inh -4.
COc1ccc(-c2nc(CS(=O)(=O)CC(=O)NCc3ccccc3Br)c(C)o2)cc1 was read as HTR2A ag -2, ABHD5 PLIN5 PPI 5, MC4R barr agon 2.3, Granule exo inh 2, N-glyco inh 2, MC4R antag cAMP 3, ABCB6 inh 2 106, H9c2 protect 2 and CaV13 FRET inh -6.
For Cc1ccc2c(c1)CCCN2C(=O)c1ccoc1C the results were HTR2A ag -1, ABHD5 PLIN5 PPI 1, MC4R barr agon -0.9, Granule exo inh -6, PDI turbidity -3, N-glyco inh -2, MC4R antag cAMP 7, ABCB6 inh 2 98, H9c2 protect -6 and CaV13 FRET inh -8.
Screening O=C(NCc1ccc(Cl)cc1)C1CCC(CNS(=O)(=O)c2ccccc2)CC1 (configuration not stated) returned HTR2A ag -6, ABHD5 PLIN5 PPI 11, MC4R barr agon -2.4, Granule exo inh 10, PDI turbidity -7, N-glyco inh -5, MC4R antag cAMP 4, ABCB6 inh 2 97 and H9c2 protect -8.
Screening O=C(CSc1ccc(Br)cc1)Nc1ccc(N2CCOCC2)cc1 returned HTR2A ag 8, ABHD5 PLIN5 PPI -8, MC4R barr agon -0.8, Granule exo inh 19, PDI turbidity -5, N-glyco inh 1, MC4R antag cAMP -6, ABCB6 inh 2 97, H9c2 protect 6 and CaV13 FRET inh -6.
Screening Cc1ccc(-c2ccc(=O)n(CC(=O)N3CCN(c4cccc(C)c4)C(C)C3)n2)cc1 (configuration not stated) returned HTR2A ag 2, ABHD5 PLIN5 PPI 1, MC4R barr agon 7.0, Granule exo inh 4, PDI turbidity 0, N-glyco inh 2, MC4R antag cAMP 17, ABCB6 inh 2 99, H9c2 protect 2 and CaV13 FRET inh -7.
`CCCCCc1cc(OC)cc2c1C(=O)OC(C)(C)O2` gave HTR2A ag -5, ABHD5 PLIN5 PPI -3, MC4R barr agon 3.7, Granule exo inh -3, PDI turbidity 3, N-glyco inh -2, MC4R antag cAMP 6, ABCB6 inh 2 109, H9c2 protect -29 and CaV13 FRET inh -10.

A run of entries taken from the entries so far, as a working copy:
Screening Cc1ccc(-c2ccc(=O)n(CC(=O)N3CCN(c4cccc(C)c4)C(C)C3)n2)cc1 (configuration not stated) returned HTR2A ag 2, ABHD5 PLIN5 PPI 1, MC4R barr agon 7.0, Granule exo inh 4, PDI turbidity 0, N-glyco inh 2, MC4R antag cAMP 17, ABCB6 inh 2 99, H9c2 protect 2 and CaV13 FRET inh -7.
`CCCCCc1cc(OC)cc2c1C(=O)OC(C)(C)O2` gave HTR2A ag -5, ABHD5 PLIN5 PPI -3, MC4R barr agon 3.7, Granule exo inh -3, PDI turbidity 3, N-glyco inh -2, MC4R antag cAMP 6, ABCB6 inh 2 109, H9c2 protect -29 and CaV13 FRET inh -10.
